HT1080 IDH1KD tx: HT-1080 IDH1 knockdown cell toxicity (counter line). AID 686971. Potency, µM (highest dose often 46.1 µM), for the others: at the top dose activity, negative = toxicity, usual class: cytotoxic. 360,000 compounds, 2% hits. HT-1080 IDH1 knockdown viability, ATP luminescence, 48 h;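 further: potency means the concentration at half of the fitted maximal effect; 0% = DMSO wells and -100% = cell-free medium wells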
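% activity derives from luminescence (CellTiter-Glo), normalised to DMSO and no-cell wells. HT-1080-IDH1KD cells, 750/well, had 48 h compound exposure at 37 °C.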
SW480 rerep: DNA re-replication induction in SW480 cells; Potency, µM (doses to about 46.1 µM), for the others: top-dose re-replication activation, actives largely listed as activators; SW480 DNA re-replication, Hoechst DNA content imaging, 48 h; 340,000 compounds, 1.8% hits; further: potency means the concentration at half of the fitted maximal effect; % of control where 0% means no effect; nearly all actives have a fitted effect of over 55% in size
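Image-based DNA-content assay: after two days of treatment, nuclei were labelled with the DNA dye Hoechst and imaged, and hits were compounds raising the count of nuclei showing high fluorescence intensity.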
HepG2 viability: counter-screen for TGF-b inhibitors: cytotoxicity in HepG2 cells. AID 588856. HepG2 CAGA-GFP viability, ATP luminescence, 18 h. 410,000 compounds, 0.76% hits. Potency, µM (highest dose often 46.1 µM), without a hit: at the highest dose activity change, negative = cytotoxicity, most hits filed as cytotoxic; further: potency means the concentration at half of the fitted maximal effect; some results filed as inactive show a strong effect at the top dose
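CellTiter-Glo luminescence gave cytotoxicity after 18 hours at 37 degrees C. The cells were HepG2 CAGA-GFP in 1% FBS DMEM, stimulated with 500 pg/mL TGF-beta after compound addition. %Activity was normalised to no-cell wells (complete cell-killing) and DMSO (no toxicity), and curves were fitted and classified.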
IL1B secr inh: inhibitors of inflammasome signaling (IL-1 beta secretion) | THP-1 LPS/ATP IL-1B secretion, AlphaLISA, 16 h; stronger effect = lower value | activity change, % at 57.5 µM | 360,000 compounds, 4.7% hits | AID 743279; in the data active means activity change below about -50%; inconclusive means mostly about -30% to -49%; further: on the % scale 0 is the no-effect control and ±100 the full control effect
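THP-1 cells pretreated 1 hr with compounds (up to 57.5 uM final), then stimulated with LPS (250 ng/mL final) plus ATP (1.25 mM final); secreted IL-1B measured by AlphaLISA after 16 hr, decreased signal indicating inhibition.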
ATXN2 expr inh: reduces ATXN2 reporter expression in HEK-293 cells; HEK-293 ATXN2-luciferase reporter, luminescence, 24 h; Potency, µM (titrated, usually from 57 µM), inactives show at the highest dose activity change, negative = inhibition, actives largely listed as inhibitors; 360,000 compounds, 0.72% hits; AID 1745845; further: potency means the concentration at half of the fitted maximal effect; on the % scale 0 is the no-effect control and ±100 the full control effect; nearly all actives have a fitted effect of over 55% in size
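ATXN2-luciferase reporter cells (luciferase flanked by upstream and downstream ATXN2 gene portions) were treated 24 h at 37 °C with compounds at up to 57 uM. SteadyGlo luminescence gave expression; GF-AFC fluorescence gave viability.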
HT1080NT lethal: kills 2HG-producing HT-1080-NT fibrosarcoma cells. HT-1080-NT fibrosarcoma viability, CellTiter-Glo ATP luminescence, 48 h. Potency, µM (titrated, usually from 46.1 µM), inactives show at the highest dose activity, negative = less viability, most hits filed as cytotoxic. 360,000 compounds, 1.6% hits;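 further: NT is the 2HG producing partner of a matched IDH1 knockdown line; potency means the concentration at half of the fitted maximal effect; 0% = DMSO-treated cells and -100% = media-only wells without cells; nearly all actives have a fitted effect of over 55% in size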
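Fibrosarcoma NT cells, 750 per well in 5% FBS RPMI, were exposed to compound for 48 hours. Viability: CellTiter-Glo luminescence.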
KB-3-1 cytotox: kills parental KB-3-1 adenocarcinoma cells. AID 1347075. Potency, µM (top dose mostly 46.1 µM), for inactives: at the highest dose activity change, negative = cytotoxic, hits mostly cytotoxic. KB-3-1 viability, CellTiter-Glo ATP luminescence, 72 h. 400,000 compounds, 1.4% hits; further: potency means the concentration at half of the fitted maximal effect; on the % scale 0 is the no-effect control and ±100 the full control effect; nearly all actives have a fitted effect of over 60% in size
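Here the drug-naive KB-3-1 line serves as comparator for MDR sub-line selectivity; cells received compound titrations, 72 h at 37 °C, then CellTiter-Glo readout.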
ATXN viability: reduces viability in counter-screen for ATXN expression inhibitors | S2 cells (HEK-293 line with an ATXN2-luciferase reporter) viability, CellTiter-Fluor protease fluorescence, 24 h | Potency, µM (series often up to 56.7 µM), actives largely listed as cytotoxic | 400,000 compounds, 0.49% hits | AID 651635; further: potency means the concentration at half of the fitted maximal effect; nearly all actives have a fitted effect of over 40% in size
MCF10A rereplic: DNA re-replication induction in MCF 10a cells; MCF 10A DNA re-replication, Hoechst nuclear intensity, 48 h; Potency, µM (highest dose often 46.1 µM), inactives show top-dose activity, positive = re-replication, hits mostly activators; AID 624296; 350,000 compounds, 2.9% hits; further: potency means the concentration at half of the fitted maximal effect; % of control where 0% means no effect; nearly all actives have a fitted effect of over 50% in size
* hit, by the source's call; i = inactive; ? = inconclusive; nt = no result given; [ ] = another dose, or the depositor's remark. Unless noted, the call rests on the fitted dose curve; in most records, active means well fitted curve in the direction sought with a large enough effect; inconclusive means small, poorly fitted or top-dose-only effect, or another doubt; inactive means no such curve, though single readings can be large; an effect the other way counts as inactive or inconclusive.

SMILES | HT1080 IDH1KD tx | SW480 rerep | HepG2 viability | IL1B secr inh | ATXN2 expr inh | HT1080NT lethal | KB-3-1 cytotox | ATXN viability | MCF10A rereplic
Cc1noc(C)c1S(=O)(=O)Nc1ccc2c(c1)C(=O)N([C@@H](C)CO)C[C@H](C)[C@@H](CN(C)Cc1ccc(C(F)(F)F)cc1)OCCCC[C@H](C)O2 | ? | nt | -47% | ? | ? | ? | ? | nt | nt
Cc1ccc(Sc2ncccc2O)cc1 | -20% | -3% | 0% | 22 | 48%[activator] | -18% | 0% | i | -6%
CN1CCN(CC(=O)Nc2c(C(=O)C3CC3)oc3ccccc23)CC1 | -12% | -5% | -18% | -18 | nt | -2% | -14% | nt | 0%
Cc1ccc(C(=O)NCc2cccnc2)cc1S(=O)(=O)N1CCCCCC1 | -10% | -5% | -7% | 2 | -6% | 3% | nt | ? | -4%
Cc1sc2c(c1C)CN(CCN1CCOCC1)CN2C(=O)c1ccccc1 | 20% | -6% | -3% | 5 | 1% | 7% | 2% | ? | -5%
C(=C\c1ccccc1)/CN1CCN(C(c2cccs2)c2nnnn2-c2ccc3c(c2)OCCO3)CC1 (configuration not stated) | ? | nt | -13% | -20 | -13% | ? | 0% | i | nt
C/C(Cl)=C/Cn1c(NCCN(C)C)nc2c1c(=O)n(C)c(=O)n2C | -1% | -5% | -8% | -28 | -7% | 0% | -4% | i | -1%
COc1cccc(/C=N/NC(=O)CCc2c(C)n[nH]c2C)c1 | 6% | -4%[9.22 µM] | 4% | -8 | 3% | 22% | 5% | i | 4%
COc1ccccc1-n1cc(-c2ccc([N+](=O)[O-])cc2)[nH]c1=S | -11% | 10% | -13% | -5 | -6% | -16% | 22% | i | -1%
O=C(O)c1cc(N/N=C/c2ccc(-c3ccc(F)cc3)o2)ccc1Cl | -10% | 18µM* | -12% | 4 | 54%[activator] | -8% | 0% | i | 18µM*
CC(C)c1cc(-c2cc(C(=O)NCc3ccccc3)on2)nc(NC2CCCC2)n1 | -4% | 16% | -8% | -2 | -9% | -19% | 0% | i | 19%
Cc1ccccc1OCC(=O)N1CCC(c2nc3ccccc3s2)CC1 | nt | nt | -19% | nt | -18% | nt | 13% | i | nt
COC(=O)CCCC1=CC2=CC(=O)C(C)(OC(=O)c3cccs3)C(=O)C2=CN1CCc1ccccn1 (configuration not stated) | 4% | -6%[9.22 µM] | -2% | 11 | 8% | 5% | 6% | i | 4%
CC(=O)N1CCN(C(=O)c2cccc(S(=O)(=O)Nc3ccc(C)cc3)c2)CC1 | 1% | -2%[9.22 µM] | 5% | 10 | 2% | -2% | 15% | i | -2%
Oc1c(Br)cccc1/C=N/c1ncn[nH]1 | 2% | -7% | 11% | 38 | -3% | -1% | -5% | i | 10%
O=C(O)C1CCN(S(=O)(=O)c2cccnc2)CC1 | 5% | 0% | 4% | 3 | 2% | -1% | -1% | i | -4%
CCc1ccccc1NC(=O)CN(C)S(=O)(=O)c1ccc2c(c1)c(=O)n(C)c(=O)n2C | 2% | -5% | -28% | -14 | -11% | -15% | 9% | i | -2%
COC(CNC(=O)C1CCCN1C(=O)OCc1ccccc1)OC (configuration not stated) | 3% | -12% | -4% | -13 | 12% | 15% | 16% | i | -3%
COc1cc(C(=O)Nc2nc3ccccc3[nH]2)cc(OC)c1OC | 5% | 12% | -35% | ? | 3% | 20% | 15% | i | 0%
Cc1noc(C)c1CSc1nnc(C)c(=O)[nH]1 | 0% | -4% | -34% | 12 | 5% | 16% | 0% | i | 3%
O=C(CC12CC3CC(CC(C3)C1)C2)Nc1cccc2ncccc12 | ? | -16% | -34% | 1 | 6% | -24% | -10% | i | -8%
COc1cc(NC(=O)c2cccnc2)c(OC)cc1NC(=O)c1ccc(Br)cc1 | 1% | -1% | -19% | -1 | 0% | -6% | -5% | i | 1%
CCCCNC(=O)O[C@H]1C[C@@H]2CCN3C(=O)CCC(C)(C)[C@H](C1)[C@H]23 | 26% | -2% | -4% | 22 | 2% | 14% | -3% | i | ?
N/C(Cc1ccc([N+](=O)[O-])cc1)=N\OC(=O)c1ccc([N+](=O)[O-])cc1 | -4% | -6% | -8% | ? | 3% | -1% | 0% | ? | 2%
Cc1cccc(NC(=O)CSc2nc3ccccc3nc2N2CCCC2)c1C | 3% | 1% | -14% | 1 | -25% | 0% | 11% | i | ?
Cn1c(SCC(=O)Nc2ccccc2F)nnc1-c1cccs1 | 23% | -2% | 15% | ? | 4% | 28% | 3% | i | -9%
O=P(c1ccccc1)(c1ccccc1)C(O)c1ccncc1 (configuration not stated) | 2% | 3% | 2% | 22 | 6% | 8% | 8% | i | 3%
CC1CCCN(CC(=O)N2c3ccccc3Sc3ccccc32)C1 (configuration not stated) | -1% | ? | -18% | -1 | -2% | -2% | 6% | ? | ?
CC(C)Nc1nnc(SCC(=O)Nc2ccc3c(c2)C(=O)c2ccccc2C3=O)s1 | ? | -44%[inhibitor] | 1% | -11 | -4% | -11% | ? | i | ?
COc1cccc(-n2cc(C(=O)NCCCOC(C)C)c3ccccc3c2=O)c1 | 0% | -1% | -9% | -24 | -7% | 2% | 0% | i | -2%
Nn1c(SCc2c(F)cccc2F)nnc1-c1ccccn1 | 30% | 7.3µM* | 25% | nt | 31%[activator] | 14% | 16% | i | 2%
O=C(CC(=O)N/N=C\c1c(Cl)cccc1Cl)NCc1ccccc1 | -5% | 3% | -4% | 19 | 11% | -15% | 12% | i | 15%
Nc1c(-c2n[nH]c(=S)n2-c2ccc(Cl)cc2Cl)cnn1-c1ccccc1 | -7% | -22% | -51% | 5 | 24% | -8% | 8% | i | ?
COC(=O)c1c(C(=O)OC)c2n(c1C)Cc1ccccc1C2 | -1% | 8% | -1% | 19 | nt | -5% | 0% | nt | -1%
COCCCNC(=O)C[C@@H]1C[C@@]2(C(=O)OC)CCCCC=C2N(Cc2ccco2)C1=O | 7% | nt | nt | 10 | -1% | 2% | 12% | i | nt
CC(C)CCNC(=O)CCn1nc(-c2ccccc2)ccc1=O | 29% | 4% | 7% | -8 | 8% | 14% | 6% | i | -2%
Nc1cc(N)nc(SCC(=O)Nc2cc(S(=O)(=O)N3CCOCC3)ccc2Cl)n1 | 0% | -4% | -5% | 6 | -2% | -1% | nt | i | 7%
COc1ccccc1C(CNC(=O)C(C)Oc1ccc(Br)cc1)N1CCCC1 (configuration not stated) | -14% | -202%[inhibitor] | 0% | -24 | -26% | -2% | -2% | ? | 18%
COc1ccccc1/C=C/C=N/n1c(COc2ccccc2)n[nH]c1=S | 19% | -3% | -2% | 3 | 6% | 5% | 8% | i | 140%[0.0737 µM]
COc1cc2c(C(=O)OCCN(C)C)c(CSc3ccccc3)n(C)c2cc1Br | 17% | -5% | -22% | 16 | -27% | 14% | -11% | i | 28%

Grouped by structure: the compounds so far containing a COOH group.
SMILES | HT1080 IDH1KD tx | SW480 rerep | HepG2 viability | IL1B secr inh | ATXN2 expr inh | HT1080NT lethal | KB-3-1 cytotox | ATXN viability | MCF10A rereplic
O=C(O)c1cc(N/N=C/c2ccc(-c3ccc(F)cc3)o2)ccc1Cl | -10% | 18µM* | -12% | 4 | 54%[activator] | -8% | 0% | i | 18µM*
O=C(O)C1CCN(S(=O)(=O)c2cccnc2)CC1 | 5% | 0% | 4% | 3 | 2% | -1% | -1% | i | -4%

(listing goes on)
SMILES | HT1080 IDH1KD tx | SW480 rerep | HepG2 viability | IL1B secr inh | ATXN2 expr inh | HT1080NT lethal | KB-3-1 cytotox | ATXN viability | MCF10A rereplic
Cc1ccccc1C1C(=O)c2ccccc2C1=O | 2% | ? | 7% | -2 | nt | 4% | 4% | i | 5%
CN(C)C(=S)NC(C)(C)C | 19% | -52%[inhibitor] | -136% | -4 | 1% | 26% | 7% | i | -2%
O=C(CCCSc1nc2ccccc2[nH]1)NCc1ccccc1Cl | -1% | nt | 13% | 0 | 4% | 3% | -17% | i | 0%
CC(C)CNC(=O)CSc1nnc(-c2ccc(Cl)cc2)n1N | 16% | 0% | -20% | 1 | -2% | 0% | 8% | i | -2%
CCOC(=O)C1=CC[C@@H](c2cc3cc(OC)ccc3n2C)N(S(=O)(=O)c2ccc(C)cc2)[C@H]1C(=O)OCC | -4% | 3% | -11% | 26 | 1% | 4% | -17% | i | ?
CCCc1cc(=O)[nH]c(SCC(=O)N(CC(C)C)C2CCS(=O)(=O)C2)n1 (configuration not stated) | 7% | 1% | 5% | 0 | 14% | 11% | -4% | i | 1%
Cc1ccc(CN2C(=O)C(=O)c3cc(C)ccc32)cc1 | -10% | ? | -14% | 84 | 4% | -5% | ? | ? | ?
COc1ccc(CN2CC34C=CC(O3)C(C(=O)O)C4C2=O)cc1 (configuration not stated) | 8% | -5% | -4% | -22 | 0% | 7% | 10% | i | 0%
CCCN1C(=O)CC(c2ccc(OC)c(OC)c2)C1=O (configuration not stated) | 5% | nt | -5% | 9 | -4% | 28% | 0% | i | nt
COc1ccc(S(=O)(=O)Nc2ccc3c(c2)C(=O)N([C@H](C)CO)C[C@H](C)[C@@H](CN(C)Cc2ccncc2)OCCCC[C@@H](C)O3)cc1 | 1% | nt | 4% | -20 | -3% | 2% | -2% | i | nt
Cc1ccc2c(=O)cc(CSc3nnc(-c4ccccc4)n3C)[nH]c2c1C | nt | nt | -30% | nt | 9% | nt | 8% | i | nt
Cc1ccc(-n2c(CNc3ccc(F)cc3)nnc2SCC(=O)N2CCCC2)cc1 | -3% | 9% | -6% | 4 | -10% | 1% | 0% | i | 3%
O=C(N/N=C/c1ccccc1[N+](=O)[O-])c1ccc2nc[nH]c2c1 | 16% | 0% | -1% | -16 | 21% | 6% | 24% | i | -2%
CCN(CC)S(=O)(=O)c1ccc(NC(=O)Cn2c(=O)sc3ccccc32)cc1 | -17% | 7% | -18% | -10 | -5% | -13% | -4% | i | 0%

Screening data (PubChem)

Rows are unselected; about 8.9% have a hit in one of these screens.
